Mito fusion yeast: mitochondrial division inhibition or fusion activation. Potency, µM (series often up to 46.1 µM), without a hit: at the top dose growth rescue (activation), most hits filed as activators. hit rate 0.23% among 320,000. S. cerevisiae fusion-defective mutant growth rescue, CellTiterGlo 48 h. AID 485298;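 also: potency is read from the fitted curve at half-maximal effect; % of control where 0% means no effect; nearly all actives have a fitted effect of over 45% in size; temperature-sensitive fusion mutants such as fzo1-1 at 37 °C on non-fermentable ethanol glycerol medium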
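Compounds are tested for their ability to restore growth of mitochondrial fusion-defective yeast strains at non-permissive 37C in YPEG medium over 48 hours. Viability is quantified by luciferase luminescence.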
S-ASM inh: blocks human secretory acid sphingomyelinase. placental ASM, HMU-PC fluorogenic substrate, 60 min. Potency, µM (doses to about 57.5 µM), inactives show at the highest dose activity change, negative = inhibition, usual class: inhibitors. hit rate 0.006% among 340,000. AID 504937; also: potency is read from the fitted curve at half-maximal effect
Target sequence (P17405 47-631 limits assumed): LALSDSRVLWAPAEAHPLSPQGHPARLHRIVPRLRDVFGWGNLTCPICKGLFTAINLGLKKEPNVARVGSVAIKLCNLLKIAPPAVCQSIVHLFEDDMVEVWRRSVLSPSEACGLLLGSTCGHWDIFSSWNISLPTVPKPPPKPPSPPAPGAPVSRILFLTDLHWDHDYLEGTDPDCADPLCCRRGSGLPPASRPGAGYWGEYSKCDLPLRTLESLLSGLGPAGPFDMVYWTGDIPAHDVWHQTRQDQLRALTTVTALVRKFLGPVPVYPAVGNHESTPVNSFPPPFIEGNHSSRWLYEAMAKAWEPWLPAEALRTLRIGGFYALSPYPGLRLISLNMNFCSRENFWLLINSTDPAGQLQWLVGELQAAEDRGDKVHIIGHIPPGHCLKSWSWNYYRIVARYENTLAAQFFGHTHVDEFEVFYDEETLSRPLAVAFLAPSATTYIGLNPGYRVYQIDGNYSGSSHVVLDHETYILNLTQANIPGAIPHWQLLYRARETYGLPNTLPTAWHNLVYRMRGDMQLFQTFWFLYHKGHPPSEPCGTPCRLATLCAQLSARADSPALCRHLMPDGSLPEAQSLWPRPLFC
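Fluorescence read-out (Ex 386 nm, Em 447 nm) after stopping the reaction at pH 10. Enzyme: ASM from human placenta; substrate HMU-PC0, 9 uM final; 60 min, 37 °C. Compound preincubation 10 min, ambient temperature.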
MBNL1 CUG block: blocks human MBNL1 binding to CUG repeat RNA. TR-FRET MBNL1-His/biotin-(CUG)12 binding, 665/545 ratio. Potency, µM (titrated, usually from 57.5 µM), for inactives: at the top dose activity change, negative = inhibition, usual class: inhibitors. hit rate 0.036% among 280,000. AID 2675; active = well fitted inhibition curve with a large enough effect in the signal ratio, with a control signal flat, not every such curve was filed as active; inconclusive = small, poorly fitted or top-dose-only effect, or effect the other way, or a change in a side signal; inactive = no such curve, though single readings can be large or run the other way; the % refers to the signal ratio; also: potency is read from the fitted curve at half-maximal effect; % is scaled to controls: 0 for no effect and ±100 for the full control effect
Target sequence (Q9NR56 whole entry, looked up): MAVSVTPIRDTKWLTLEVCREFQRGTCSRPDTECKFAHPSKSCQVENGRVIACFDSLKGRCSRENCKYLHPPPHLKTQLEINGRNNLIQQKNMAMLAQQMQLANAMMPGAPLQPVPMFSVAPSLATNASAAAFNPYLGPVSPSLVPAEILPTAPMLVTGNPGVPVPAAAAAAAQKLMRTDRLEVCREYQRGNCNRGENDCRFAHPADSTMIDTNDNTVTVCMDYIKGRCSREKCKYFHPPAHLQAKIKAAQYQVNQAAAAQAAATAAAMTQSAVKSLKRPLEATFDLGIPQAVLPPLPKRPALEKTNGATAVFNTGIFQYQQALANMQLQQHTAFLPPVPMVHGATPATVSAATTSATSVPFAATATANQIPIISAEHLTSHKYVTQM
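TR-FRET readout: Ex 340 nm, 665/545 nm emission ratio, normalized to buffer-only (basal) and MBNL1-(CUG)12 controls. Complex of MBNL1-His with Biotin-(CUG)12, compounds 92 nM–58 uM, incubated 60 min at room temperature.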
Menin MLL FP TR: menin-MLL binding inhibition, Texas Red mutant peptide | O00255 | Potency, µM (highest dose often 61.6 µM), without a hit: at the top dose FP activity change, negative = inhibition, actives largely listed as inhibitors | hit rate 0.23% among 270,000 | Menin + Texas Red MLL mutant peptide, fluorescence polarization; active = well fitted inhibition curve with a large enough effect in the polarisation, with a control signal flat, not every such curve was filed as active; inconclusive = small, poorly fitted or top-dose-only effect, or effect the other way, or a change in a side signal; inactive = no such curve, though single readings can be large or run the other way; the % refers to the polarisation; also: potency is read from the fitted curve at half-maximal effect; % of control where 0% means no effect; many of its hits are not listed in these tables
USP2a block: USP2a (human) protease inhibition. O75604. USP2 core, Ub-CHOP2 coupled fluorogenic reporter, 485/531. Potency, µM (doses to about 38.3 µM), for inactives: at the highest dose activity change, negative = inhibition, usual class: inhibitors. hit rate 0.01% among 330,000. AID 463254;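 also: potency is read from the fitted curve at half-maximal effect; plate controls were DMSO wells for no effect and full inhibition by NEM control for full effect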
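Cell-free coupled assay: 10nM USP2 core preincubated 30min RT with compound in Tris-HCl pH 8.0/CaCl2/CHAPS buffer, then 25nM Ub-CHOP2 and 25nM reporter substrate; fluorescence (Ex 485/Em 531) read after 60min RT, normalized to NEM inhibition, concentration-response curves fitted.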
TSHR antag: blocks TSH signaling through the human TSH receptor; AID 504810; hit rate 0.2% among 330,000; TSHR-expressing cells, TSH-stimulated cAMP HTRF, 2 h; active compounds read low; activity change, negative = inhibition, % at 11.5 µM;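 active = activity change below a set negative limit, meaning inhibition stronger than a set level, cut at about -70% in these data; inconclusive = activity change between two set negative limits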; also: % is scaled to controls: 0 for no effect and ±100 for the full control effect
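Competitive HTRF cAMP read-out (cryptate anti-cAMP antibody, cAMP-d2; 30 min, room temperature) in freshly harvested TSHR cells. Compounds added before TSH at EC80 (4nM final), followed by 2 hours' incubation at 37 deg C.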
KCNH2 WT inh: KCNH2 (human, wildtype) channel inhibition; AID 720551; Q12809; activity change, % at 1.84 µM; hit rate 0.37% among 340,000; U2OS, BacMam KCNH2, thallium flux FluxOr; active compounds read low;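 active = maximum activity change below -70%; inconclusive = maximum activity change between -70% and -50%; inactive = maximum activity change above -50%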; also: % is scaled to controls: 0 for no effect and ±100 for the full control effect
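U2OS cells were transduced with wild-type KCNH2 virus (2.03 x 10^8 / mL) for 4 h at room temperature, then cultured overnight at 37 C. Thallium flux was read with FluxOr dye. Rate constants were normalized to DMSO controls.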
GALK inhibitor: galactokinase (human) inhibition; hit rate 0.007% among 270,000; Potency, µM (doses to about 57.5 µM), for inactives: at the highest dose activity change, negative = inhibition, usual class: inhibitors; P51570; Purified GALK, Kinase-Glo residual ATP luminescence; also: potency is read from the fitted curve at half-maximal effect; % is scaled to controls: 0 for no effect and ±100 for the full control effect
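Luminescence from leftover ATP (Ultra-Glo luciferase/luciferin) served as read-out after a 1 h room-temperature reaction of 5 nM GALK with 35 uM ATP and 100 uM galactose.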
Eya2 phos inh: blocks the phosphatase activity of human Eya2; hit rate 0.006% among 330,000; Potency, µM (top dose mostly 76.9 µM), inactives show top-dose activity, negative = inhibition, hits mostly inhibitors; recombinant Eya2, OMFP fluorescence dephosphorylation (OMFP is methylfluorescein phosphate); O00167; also: potency is read from the fitted curve at half-maximal effect; % is scaled to controls: 0 for no effect and ±100 for the full control effect
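Eya2 protein (added as 0.2 uM solution) was preincubated with compound for 10 min at ambient temperature in 50 mM HEPES pH 7.5, 50 mM NaCl, 5 uM MgCl2, 0.05% BSA, 1 mM DTT. OMFP (added at 50 uM) then reacted 10 min; fluorescence read at 485/525 nm.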
BCR signal inh: chronic active BCR signaling inhibition | hit rate 0.05% among 340,000 | AID 493014 | ABC-DLBCL IkBa-CBG/CBR reporter, luminescence ratio, 4 h | Potency, µM (series often up to 46.1 µM), inactives show top-dose ratio change, negative = lower green/red ratio, most hits filed as inhibitors; active = well fitted inhibition curve with a large enough effect in the signal ratio, with a control signal flat, not every such curve was filed as active; inconclusive = small, poorly fitted or top-dose-only effect, or effect the other way, or a change in a side signal; the % refers to the signal ratio;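 also: potency is read from the fitted curve at half-maximal effect; plate controls were basal doxycycline-induced cells for no effect and cells given 10 µM MG132 for full effect; MG132 reads +100%, hits lower the ratio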
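Cell line TMD8 (human ABC DLBCL), stably expressing tet-inducible CBG68-IkBa fusion and CBR; IMDM/0.5% FBS; cpd up to 46 uM; dox induction, 4 h, 37C/5% CO2; dual luminescence; green/red ratio; MG132 control.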
PKM2 act: activators of human pyruvate kinase M2; purified PKM2, Kinase-Glo ATP luminescence, activation; response scale: 0% is enzyme alone, no compound; Potency, µM (doses to about 57.5 µM), for inactives: at the top dose activation, most hits filed as activators; hit rate 0.34% among 260,000; AID 1631; also: potency is read from the fitted curve at half-maximal effect; % is scaled to controls: 0 for no effect and ±100 for the full control effect; nearly all actives have a fitted effect of over 55% in size
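Purified hPK-M2 (>95%) run at intermediate activity with 0.1 mM ADP and 0.5 mM PEP in 50 mM imidazole pH 7.2, KCl, MgCl2; 1 h room temperature. ATP formed read by Kinase-Glo luminescence; normalized to uninhibited and no-enzyme controls.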
Starred values were filed as active, the others as inactive; i = inactive; ? = inconclusive; · = no result given; [ ] = remark or other dose. Unless noted, calls follow the shape of the dose curve; as a rule, active = well fitted curve in the direction sought with a large enough effect; inconclusive = small, poorly fitted or top-dose-only effect, or another doubt; inactive = no such curve, though single readings can be large; an effect the other way counts as inactive or inconclusive. This is a subset (hit frequency here may not be typical).

SMILES	Mito fusion yeast	S-ASM inh	MBNL1 CUG block	Menin MLL FP TR	USP2a block	TSHR antag	KCNH2 WT inh	GALK inhibitor	Eya2 phos inh	BCR signal inh	PKM2 act
N/C(=N\OC(=O)c1ccc2ccccc2c1)c1ccc(Br)cc1	19%	5%	-2%	-1%	-5%	-1	-19	0%	-12%	2%	-8%
CCc1nc(SCc2ccc(Cl)cc2)n[nH]1	9%	0%	-2%	-11%	2%	-4	11	-2%	-10%	-4%	1%
Cc1ccc(C(=O)/C=C/N(C)C)o1	-2%	-4%	4%	1%	1%	1	i	2%	1%	5%	-1%
CCOc1ccccc1CNS(=O)(=O)c1csc(C(N)=O)c1	-2%	0%	4%	3%	0%	-4	-15	0%	9%	0%	·
O=S1(=O)NC(=NCCOCCO)c2ccccc21	-5%	4%	-4%	9%	4%	9	-4	0%	1%	-1%	0%
COc1cc(C(=O)NCC(c2cccs2)N2CCOCC2)c([N+](=O)[O-])cc1OC (stereo not drawn)	-2%	0%	·	·	2%	9	2	·	16%	-1%	·
CC1(c2nnc(-c3ccc(Cl)cc3)o2)CC(c2ccc([N+](=O)[O-])cc2)=NO1 (stereo not drawn)	-3%	1%	5%	·	2%	3	11	1%	4%	6%	0%
CN(C)S(=O)(=O)c1cccc(COC(=O)CCNC(=O)c2ccc([N+](=O)[O-])cc2)c1	-5%	0%	·	·	1%	-5	0	·	18%	-2%	·
COc1ccc(OCC(=O)NNC(=O)c2ccc(-c3ccccc3)cc2)cc1	-2%	0%	-9%	·	2%	0	3	-6%	5%	8%	3%
CC(C)c1ccc(OCC(=O)N2CCN(C(=O)c3ccco3)CC2)cc1	5%	4%	4%	·	-1%	3	-2	-3%	-13%	4%	6%
O=C(COc1ccccc1Cc1ccccc1)Nc1cccnc1	29%	-1%	·	·	1%	-19	-8	·	-11%	?	·
O=C(NCC1CCN(C(=O)c2ccc([N+](=O)[O-])cc2)CC1)c1ccc([N+](=O)[O-])cc1	4%	-3%	?	·	1%	-5	26	-1%	-2%	?	·
COc1ccc(NC(=O)C2OCCc3ccccc32)c(OC)c1 (stereo not drawn)	6%	-3%	3%	-16%	1%	11	-7	-2%	10%	-2%	1%
O=C(/C=C/c1ccco1)NCc1ccccn1	-2%	4%	4%	-14%	2%	7	2	10%	-4%	-8%	-1%
Cc1cnc(C(=O)OCC(=O)Nc2ccc(Cl)cc2Cl)cn1	0%	4%	9%	10%	3%	-1	-8	0%	5%	8%	-2%
Cc1cc(C(=O)N2CCCC(N3CCN(c4cccc(C(F)(F)F)c4)CC3)C2)n[nH]1 (stereo not drawn)	1%	2%	-2%	·	0%	2	19	-3%	-21%	8%	-7%
O=C(CN1C(=O)C2CC=CCC2C1=O)Nc1ccc(Br)cc1 (stereo not drawn)	-22%	-3%	1%	·	1%	1	-3	6%	-4%	1%	-8%
CC1CCc2c(sc(NC(=O)C3CCCO3)c2C#N)C1 (stereo not drawn)	-8%	5%	-2%	-5%	3%	4	6	0%	3%	-1%	2%
Cc1cc(NS(=O)(=O)c2ccc(NC(=S)NC(=O)c3ccncc3)cc2)no1	1%	5%	-1%	·	8%	-10	2	0%	2%	8%	-2%
O=C(Nc1cc(Cl)ccc1O)C1CC(c2ccccc2O)=NO1 (stereo not drawn)	9%	-30%	7%	?	-2%	-32	-2	-3%	-1%	4%	2%
Cc1ccccc1NC(=S)N/N=C/c1ccc(O)cc1O	2%	39%	6%	·	0%	-11	5	3%	4%	?	1%
Clc1nc(CN2CCOCC2)nc2sc3c(c12)CCC3	-9%	1%	-5%	43%[activator]	3%	4	0	1%	12%	0%	1%
CCCCCn1c(CNC(C)=O)nc2ccccc21	-2%	1%	7%	3%	2%	9	2	0%	-15%	8%	0%
CCN(CCCn1c(SCC#N)nc2ccccc2c1=O)c1ccccc1	7%	-5%	-4%	4%	-4%	-2	4	-1%	5%	12%	-2%
C/C(N)=C(/C#N)C(=O)COC(=O)c1cc(-c2ccccc2)nc2ccc(Br)cc12	1%	·	4%	?	10%	-4	·	-1%	-19%	-3%	-1%
Cc1ccc(N2CC(C)Cn3c2nc2c3c(=O)[nH]c(=O)n2C)cc1C (stereo not drawn)	15%	-1%	2%	?	-2%	1	12	1%	-10%	2%	·
COCCCNC(=O)Cn1cnc2sc(C)c(S(=O)(=O)N3CC(C)CC(C)C3)c2c1=O (stereo not drawn)	5%	3%	1%	-7%	2%	-2	-2	0%	0%	0%	4%
COc1ccc(OC)c(S(=O)(=O)NC2CC(=O)N(c3ccc(C)c(C)c3)C2)c1 (stereo not drawn)	0%	·	·	·	-1%	-2	-8	·	-24%	-4%	·
Cc1ccc(NC2=NC3(CCCCC3)N=C(N)N2)c(C)c1	8%	0%	3%	1%	1%	-5	18	-1%	-1%	?	-3%
O=C(C1CCC1)N1CCc2cc(S(=O)(=O)NC3CCCC3)ccc21	-4%	0%	0%	?	1%	0	2	1%	17%	4%	17%
O=C(NCc1nnc(SCC(=O)N2CCCc3ccccc32)o1)c1ccco1	-6%	4%	-5%	0%	2%	-3	0	0%	-3%	10%	0%
CC1CCCC(C)N1C(=O)c1cc(-c2cccs2)on1 (stereo not drawn)	6%	2%	13%	-20%	-2%	-3	17	-2%	1%	?	-2%
C[C@@H]1COC(=O)[C@@H](Cc2ccc(F)cc2)C/C=C\C[C@@H](CC(=O)N[C@H](CO)Cc2ccccc2)C(=O)N1	·	5%	·	·	0%	-3	10	·	0%	-1%	·
COc1cccc(C(=O)N2CCN(c3ccc(N4CCOCC4)nn3)CC2)c1	2%	202%[activator]	·	·	-15%	-29	-15	·	6%	0%	·
COc1cc(C2C(C(=O)OC(C)C)=C(C)Nc3[nH]c(=O)[nH]c(=O)c32)ccc1O (stereo not drawn)	-2%	-1%	-6%	1%	0%	-8	-26	1%	3%	0%	0%
Cc1nc(C)c(-c2ccccc2)c(=O)[nH]1	-5%	-1%	15%	3%	0%	4	-1	2%	-1%	3%	-4%
O=C(O)c1ccc(-c2ccccn2)s1	6%	4%	21%	-12%	2%	1	-5	14%	10%	?	-23%
CC1(C)Cc2c(cnn2-c2ccccc2)C(NC(=O)CCN2CCCCO2)C1 (stereo not drawn)	0%	-1%	-5%	·	1%	16	12	-9%	0%	1%	·
COc1ccc(C(=O)NC(C)c2nnc(SCc3ccc(Cl)c(Cl)c3)n2C)cc1 (stereo not drawn)	1%	-3%	6%	?	-4%	0	-2	1%	2%	6%	-7%
Cc1ccc(C)c2[nH]c(=O)c(CN(Cc3ccco3)S(=O)(=O)c3ccc4c(c3)OCCO4)cc12	16%	-1%	-6%	-12%	5%	-9	-5	-3%	8%	-17%	1%
O=C(C1=NN[C@@H]2C(=O)N(c3cccc(F)c3)C(=O)[C@H]12)c1cnccn1	0%	4%	·	·	0%	8	2	-1%	-3%	?	?
CC1(c2ccccc2)NC(=O)N(CC(=O)NNC(=O)c2ccccc2)C1=O (stereo not drawn)	0%	-2%	1%	2%	0%	12	21	-1%	5%	4%	0%
COc1ccc(CCNC(=O)COc2cc(C)cc3oc(=O)cc(C)c23)cc1	20%	0%	2%	14%	0%	2	-3	11%	-10%	2%	·
N=C1/C(=C/c2cccn2Cc2ccc(F)cc2)C(=O)N=C2SC=CN12	0%	-4%	15%	-29%	7%	-15	-6	-3%	-4%	9%	-2%
COc1ccc(C)cc1NC(=O)C1CCN(C(=O)C2CC(=O)N(c3ccc(C)cc3)C2)CC1 (stereo not drawn)	-13%	-2%	1%	?	-1%	-1	8	15%	-8%	0%	4%
O=C(Nc1ccccc1C(F)(F)F)c1cnccn1	2%	4%	0%	0%	1%	-5	0	-3%	-1%	-1%	3%

From PubChem
